# Screening data from PubChem BioAssay.
# M1 ag parental – counter-screen for M1 agonists: effect in parental CHO-K1 cells; AID 602248, 2012; activation, % at 3 µM; actives 0.48% (n = 360,000); Fluo-8 calcium fluorescence; scaled to maximal ATP response, vehicle zero; in the data active = activation above about 15%;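 also: untransfected CHO-K1 host cells lacking M1 receptor as counterscreen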
# OXTR potentiate – human OXTR potentiators, primary screen, fluorescence, CHO-OTR cells, Fluo-8 calcium | Oxytocin receptor (Homo sapiens), P30559 | Fluo-8 calcium fluorescence, potentiator mode; 0% = oxytocin EC15, 100% = EC100 | activation, % at 3 µM | actives 0.061% (n = 320,000);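 active = activation above that plate's cutoff, the mean activation of tested compounds plus 3 SD, cut at about 6.6% in these data, passing the limit was not always enough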;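 also: 100% uses oxytocin at 75 nM as the full agonist control; some results filed as inactive read as strong as hits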
# Target sequence (P30559 whole entry, looked up): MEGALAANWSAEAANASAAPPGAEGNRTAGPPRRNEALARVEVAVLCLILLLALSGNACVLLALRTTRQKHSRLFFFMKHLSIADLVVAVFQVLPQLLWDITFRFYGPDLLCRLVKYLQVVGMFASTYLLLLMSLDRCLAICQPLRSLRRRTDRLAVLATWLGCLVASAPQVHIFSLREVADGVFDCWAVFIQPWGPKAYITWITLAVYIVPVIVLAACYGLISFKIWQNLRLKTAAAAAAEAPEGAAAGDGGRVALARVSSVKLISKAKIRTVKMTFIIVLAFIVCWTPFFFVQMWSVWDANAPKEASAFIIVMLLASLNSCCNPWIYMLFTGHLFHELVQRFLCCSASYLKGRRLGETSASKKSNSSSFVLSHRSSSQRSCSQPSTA
#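 Material: CHO-OTR cells, human receptor; compound dosing: single dose, 3.0 µM nominal final compound concentration; schedule: 6 min compound pre-incubation at room temperature, 100 s kinetic read; measured by: kinetic Fluo-8 calcium fluorescence; read-out basis: % activation vs EC15 and EC100 oxytocin; controls: EC15 oxytocin alone as 0%, 75 nM oxytocin as 100%; replicates: singlicate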
# TAAR1 agonist – human TAAR1 agonists, primary screen, Fluo-8 calcium fluorescence, CHO RD-HGA16 cells | Trace amine-associated receptor 1 (Homo sapiens), Q96RJ0 | vehicle wells 0%, saturating PEA agonist 100% | activation, % at 3 µM | actives 0.99% (n = 360,000) | AID 624467, 2012;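 active = activation above the mean activation of all test compounds in the run plus 3 SD, cut at about 38% in these data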
# Target sequence (Q96RJ0 whole entry, looked up): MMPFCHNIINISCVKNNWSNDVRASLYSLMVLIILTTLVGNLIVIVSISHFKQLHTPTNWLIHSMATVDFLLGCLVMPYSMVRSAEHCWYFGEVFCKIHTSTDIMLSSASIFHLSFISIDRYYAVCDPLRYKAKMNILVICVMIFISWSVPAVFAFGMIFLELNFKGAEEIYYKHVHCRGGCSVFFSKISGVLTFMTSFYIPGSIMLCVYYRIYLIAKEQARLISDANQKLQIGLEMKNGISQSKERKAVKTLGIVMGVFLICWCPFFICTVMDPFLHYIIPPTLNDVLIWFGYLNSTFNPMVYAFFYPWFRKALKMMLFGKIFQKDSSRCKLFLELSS
#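 test system = CHO RD-HGA16 cells carrying human TAAR1 plus Gα16 | schedule = 17-24 h seeding, 75 min 37 °C dye, 30 min RT | compound dosing = 3 µM single concentration | control set = DMSO and PEA EC100 | replicates = n 1 | signal = Fluo-8 fluorescence, 5 s baseline then 140 s kinetic read | measure = percent activation vs PEA EC100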
# CHO parental Ca – ATP-evoked calcium signal inhibitors, parental CHO, primary screen, counter-screen for OX1R antagonist project, cell-based, fluorescence, Fluo-8 calcium dye. parental CHO-K1, ATP-induced calcium, Fluo-8 fluorescence. inhibition, % at 5.6 µM. actives 0.63% (n = 330,000). AID 463079, 2010;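 active = inhibition above that plate's mean sample inhibition plus 3 SD, cut at about 26% in these data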;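 also: 0% = ATP-challenged DMSO wells and 100% = DMSO wells without ATP; some compounds past the cut are filed as inactive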
#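 Assay system: parental CHO cells; Read-out basis: percent inhibition of ATP-evoked calcium rise, normalized to controls; Benchmarks: ATP and no-ATP DMSO wells; Compound dosing: single nominal dose of 5.6 µM per compound; Signal: Fluo-8 calcium dye fluorescence; Also added: ATP as calcium-mobilizing challenge; Repeats: singlicate.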
# CHO-K1 Ca antag – nonselective inhibitor or artifact in parental CHO-K1 cells; ATP-induced calcium, Fluo-8 fluorescence; inhibition, % at 3 µM; actives 0.6% (n = 360,000);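 active = inhibition above a per-plate cutoff, the plate's mean sample inhibition plus 3 SD, cut at about 24% in these data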;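 also: 0% = DMSO plus EC80 ATP and 100% = DMSO alone without ATP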
# TAAR1 antagonist – human TAAR1 antagonists, primary screen, Fluo-8 calcium fluorescence, CHO RD-HGA16 cells | Trace amine-associated receptor 1 (Homo sapiens), Q96RJ0 | antagonist | inhibition, % at 3 µM | actives 1.5% (n = 360,000);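 active = inhibition above a per-plate cutoff, the mean inhibition of test compounds on that plate plus 3 SD, cut at about 49% in these data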;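 also: 0% = DMSO plus EC80 beta-PEA response and 100% = DMSO alone without agonist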
#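 Material: CHO RD-HGA16 cells bearing hTAAR1; compound dosing: one-point dosing, 3 µM nominal final; schedule: dye loading 75 min at 37 °C, then 30 min room temperature; measured by: calcium fluorescence with Fluo-8; control set: vehicle and agonist controls; replication: n of 1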
# V1aR counter – agonists of human V1a receptor, primary screen, counter-screen for OXTR agonist project, fluorescence, CHO-V1R cells; actives 0.25% (n = 320,000); Fluo-8 calcium fluorescence, agonist mode; 0% DMSO, 100% 3 nM vasopressin; AID 2797, 2010; Vasopressin V1a receptor (Homo sapiens), P37288; activation, % at 3 µM;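 active = activation above the mean activation of all tested compounds plus 3 SD, per screening run, cut at about 20% in these data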;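 also: signal is peak over basal fluorescence ratio across a 100 second FLIPR read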
# M1 ag – human M1 muscarinic receptor agonists, primary screen, Fluo-8 calcium fluorescence, CHO-K1 cells, HTS. Muscarinic acetylcholine receptor M1 (Homo sapiens), P11229. CHO-K1 hM1, agonist mode; 0% DMSO, 100% acetylcholine EC100. activation, % at 3 µM. actives 0.33% (n = 360,000). AID 588814, 2011;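 active = activation above the run's mean compound activation plus 3 SD, cut at about 16% in these data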;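 also: peak over basal fluorescence ratio within a 140 s kinetic read after compound addition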
# CHO-K1 Ca PAM – nonselective calcium activators in parental CHO-K1 cells, primary screen, counter-screen for M1 PAM project, cell-based, Fluo-8 calcium fluorescence, full deck, 1536-well | AID 602247, 2012 | activation, % at 3 µM | ATP EC20; 0% at ATP EC20, 100% at ATP max | actives 0.02% (n = 360,000);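 active = activation above the run cutoff, the mean activation of all test compounds plus 3 SD, cut at about 40% in these data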;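 also: peak over basal fluorescence ratio in a 140 s read after ATP addition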
# The depositor's hits bear a star; . = no result given. An unsorted share of the library; 3.3% or so of the library scored in one or more.
# Each structure is followed by: CHO-K1 Ca PAM	TAAR1 antagonist	M1 ag	CHO parental Ca	OXTR potentiate	CHO-K1 Ca antag	TAAR1 agonist	V1aR counter	M1 ag parental
1	COc1cc(CCNC(=O)c2cnn3ccccc23)cc(OC)c1OC
  6	-9	-2	0	0	8	1	0.2	0.3
2	CCCOc1ccc(C(=O)Nc2ccc(N3CCOCC3)cc2N2CCOCC2)cc1OCC
  14	6	2	.	.	-4	3	.	1.1
3	CC(=O)c1c(O)c2ccccc2n(C)c1=O
  4	-23	-4	-16	5	-11	2	1.3	-0.2
4	CCN1CCCC1CNC(=O)c1ccc2c(c1)N(Cc1ccccc1F)C(=O)c1ccccc1S2(=O)=O (configuration not stated)
  19	-12	-5	-1	-7	-14	8	1.0	0.7
5	O=C1NC(=O)C2C1C(c1ccccc1)N1C3C(=O)NC(=O)C3C(c3ccccc3)N21 (configuration not stated)
  2	-1	-2	6	-12	-8	9	-0.4	-0.3
6	O=C(NCc1ccccc1)C1Cc2c(-c3ccc(Cl)cc3)ccnc2O1 (configuration not stated)
  8	-2	5	.	.	-17	-2	.	0.6
7	COc1ccc(CN2C(=O)c3ccccc3C2=O)cc1C(=O)N(C)CC(=O)Nc1c(C)cccc1C
  -22	7	-3	-9	-6	-6	6	0.5	0.1
8	CCCCOc1ccc(C(=O)N2CC(C)OC(C)C2)cc1 (configuration not stated)
  26	3	-3	-4	-6	-14	1	-0.8	1.1
9	COc1cccc(CN2CCN(S(=O)(=O)c3ccccc3)CC2)c1OC
  -2	0	-3	-4	-3	-14	2	2.2	1.2
10	CN(C)S(=O)(=O)Oc1ccsc1C(=O)Nc1ccc(Br)cc1
  7	12	-10	-15	-6	0	0	0.2	0.1
11	COC(=O)[C@@H](NCc1ccc(B(O)O)cc1)C(C)C
  9	-3	0	.	.	-2	4	.	0.3
12	CC1=C(C(=O)OC2CCCCC2)C(c2ccccc2F)NC(=O)N1 (configuration not stated)
  3	-21	-9	-7	-4	-14	1	-0.6	-1.1
13	Cc1nc(SCC(=O)NC(=O)NC(C)C)nc(C)c1C
  -12	-19	-1	-18	3	6	4	1.2	0.1
14	CC(C)c1ccc(C2=NN(c3ccccc3)C(=O)CC2)cc1
  16	-10	-11	-19	-5	-14	-2	-0.1	0.0
15	CCOC(=O)CSc1nnc(CNC(=O)c2cccc(C)c2)n1C
  -5	-8	-2	-1	-10	-1	0	0.6	-0.2
16	O=C(NCCCn1ccnc1)C(=O)NCC(c1cccnc1)N1CCN(c2ccccc2)CC1 (configuration not stated)
  -8	-7	-9	-22	-6	11	0	1.5	-0.2
17	COc1cccc(CN2CCC(N(CCc3ccccc3)Cc3ccccc3)CC2)c1OC
  19	5	-8	-19	-3	6	4	-0.5	3.6
18	CCOC(=O)c1ccc(NC(=O)CC2C(=O)N(c3ccc(F)cc3)C(=O)N2CCCOC)cc1 (configuration not stated)
  -3	5	-3	-10	-6	4	4	0.8	0.6
19	COc1ccc(NC(=S)NC(=O)c2ccc3c(c2)OCCO3)cc1
  -14	-24	0	-9	-8	8	4	4.0	0.1
20	CSc1ncccc1C(=O)OCC(=O)N1CCN(S(=O)(=O)c2ccc(C)cc2C)CC1
  3	17	-1	-15	-8	2	3	-0.9	0.2
21	COc1ccc(Nc2ccc(C(=O)O)cc2[N+](=O)[O-])cc1
  13	12	-9	1	0	-6	3	0.0	0.6
22	O=C(c1cc2ncc(CCCl)cn2n1)N1CCCCCC1
  9	-14	-4	-1	-6	-10	0	0.5	0.7
23	Cn1c(Nc2ccccc2)nc2ccccc21
  -12	5	-5	-7	-7	2	1	2.9	1.4
24	COc1ccc(NC(=O)C(=O)NCC2CCCN2S(=O)(=O)c2ccc(C)cc2)cc1 (configuration not stated)
  -18	-13	-5	-20	-8	-4	1	1.9	1.5
25	COc1cccc(-c2csc(N3CCN(C(=S)Nc4ccccc4Cl)CC3)n2)c1
  3	30	5	-12	-11	-21	6	1.0	0.6
26	O=C(CSc1ncnc2c1cnn2-c1ccc(F)cc1)NC1CCCC1
  -8	-21	0	5	-2	0	1	2.5	0.8
27	CC1(C)OC(=O)C2=C(C[C@@H](C3CCCC3)O[C@@H]2c2ccc(Cl)cc2)O1
  8	-42	.	.	.	-14	2	.	-0.1
28	CN(c1ccc(C(=O)NCCc2ccccc2)cc1)S(C)(=O)=O
  13	-3	-4	-5	0	-6	40*	0.8	0.6
29	CS(=O)(=O)c1ccc(NC(=O)CCN2C(=O)C3CCCCC3C2=O)cc1 (configuration not stated)
  0	5	-2	10	-2	-1	1	0.0	0.6
30	COc1cc(/C=N/NC(=O)CCC(=O)Nc2ccc(C)cc2)ccc1O
  10	-17	-8	1	-1	-9	-1	0.0	0.1

# Next structures follow:
# Each structure is followed by: CHO-K1 Ca PAM	TAAR1 antagonist	M1 ag	CHO parental Ca	OXTR potentiate	CHO-K1 Ca antag	TAAR1 agonist	V1aR counter	M1 ag parental
31	O=C(CN1C(=O)NC2NC(=O)NC21)NN=C1CCCC1 (configuration not stated)
  -5	1	8	-12	-8	1	4	0.4	-0.2
32	CC(C)(C)NC(=O)COc1ccc(CNCCc2ccccc2)cc1
  11	-12	-7	-30	-20	-16	4	0.7	2.9
33	CCOc1ccc(C(C)NC(=O)C2CCC2)cc1 (configuration not stated)
  -14	-14	-5	-6	-4	24*	1	1.3	-0.2
34	COc1ccc(NC(=O)CN(C)C(=O)c2ccc3c(c2)NC(=O)CS3)cc1
  19	-8	-3	-11	1	-23	1	-0.2	1.6
35	COC(=O)/C=C(\C)N=Nc1c(O)[nH]c2ccccc12
  -12	-14	-2	-5	-3	-2	-2	0.6	0.0
36	Cc1ccc(-n2nc(C)c3c2OC(N)=C(C#N)C3c2ccco2)cc1 (configuration not stated)
  8	13	1	-16	-16	7	7	-0.1	0.2
37	COc1ccc(CNC(=O)CCCCCNc2nc(=S)[nH]c3ccccc23)cc1
  -10	13	-4	-22	-22	-2	6	-0.1	4.5
38	CS(=O)(=O)N(CC(=O)Nc1ccc2c(c1)OCO2)Cc1ccc(Cl)cc1
  -8	-5	3	-10	-16	22	-1	2.9	0.1
39	O=C(C(=O)N1CCCc2ccccc21)c1cn(CC(=O)N2CCOCC2)c2ccccc12
  8	-15	-3	-15	1	-19	2	1.4	1.2
40	COc1ccc2c3n([n+]([O-])c2c1)CCN=C3c1ccc(Cl)cc1
  -4	-6	-4	0	-7	-15	2	-0.5	-0.1
41	COc1c(N)c2ccccc2[nH]c1=O
  5	-15	-3	0	-4	-4	8	1.2	0.0
42	CC(=O)N1CCC(N(CCN2CCOCC2)C(=S)Nc2ccccc2C)CC1
  9	-4	-8	-2	-3	2	3	-0.2	-0.2
43	COc1cccc(OC)c1C(=O)N=c1sc2cc(S(C)(=O)=O)ccc2n1C
  14	7	-5	-2	-2	-3	2	-0.2	0.0
44	COC(=O)c1[nH]c2cc(C)ccc2c1NC(=O)CN1CCCc2ccccc21
  14	-4	-5	-14	-12	-7	2	0.6	0.0
45	O=C(O)c1ccc(N/N=C/c2cc3ccccc3nc2Cl)cc1
  -19	-28	-2	-7	-4	10	1	1.0	0.0
46	COc1cc(NC(=O)COc2ccc(-n3ccnc3)cc2)cc(OC)c1
  18	-35	-2	0	-3	-9	5	4.1	5.6
47	Cc1c(NC(=O)COC(=O)c2cc(-c3cccc4ccccc34)nc3ccccc23)c(=O)n(-c2ccccc2)n1C
  5	19	-8	-15	-7	-3	0	1.3	4.6
48	c1ccc(CCc2nn3c(Cn4cnc5ccccc54)nnc3s2)cc1
  15	-12	-6	-16	-8	-16	2	4.0	11
49	COc1ccc(C(=O)N2CCc3[nH]nc(-c4ccccc4)c3C2)cc1
  11	-10	-3	-21	4	-24	-2	3.3	0.6
50	CCNC(=O)c1cccc(S(=O)(=O)N2CCCCCC2)c1
  16	-3	-8	-18	-4	-6	7	0.9	0.9
51	CCCOc1ccc(C2=CSC3=NCCN23)cc1Cl
  13	5	-7	-13	-10	0	9	3.1	4.2
52	O=C(NNC(=O)c1ccc(Br)s1)c1cccc(Cl)c1
  11	-23	1	-7	-4	-19	0	0.6	0.5
53	O=C(Nc1ccc2c(c1)OCO2)c1cc2ncc(Br)cn2n1
  10	-7	-3	.	.	-2	0	.	-0.2
54	c1ccc(N2CCN(c3ncnc4scc(-c5cccs5)c34)CC2)cc1
  8	1	12	4	-4	-7	-1	0.8	0.2
55	Cc1ccccc1OCCCC(=O)Nc1nccs1
  8	-1	-5	-6	0	-24	3	-0.8	2.1
56	CCN(Cc1ccccc1)c1ccc(/C=N/N2CCOCC2)cc1
  -16	1	-6	-5	-8	27*	17	-0.9	-0.6
57	CCOC(=O)c1cn(-c2ccccc2CO)c2c(F)c(F)c(F)cc2c1=O
  13	-20	-5	-8	-7	-4	2	0.7	0.4
58	CC1CC1C(=O)OCC(=O)NCc1ccc(Cl)cc1Cl (configuration not stated)
  -6	-8	-6	-4	5	1	-1	-1.3	0.0
59	Cc1nc(-c2ccc(F)cc2)c(CC(=O)N(C)CC(=O)Nc2ccc(Cl)c(C(F)(F)F)c2)s1
  12	9	-5	.	.	-19	2	.	0.8
60	CCCn1c(SCC(=O)Nc2cc(S(=O)(=O)N(C)C)ccc2OC)n[nH]c1=O
  8	-40	-1	-7	-5	-7	3	0.8	0.3

# (listing goes on)
# Each structure is followed by: CHO-K1 Ca PAM	TAAR1 antagonist	M1 ag	CHO parental Ca	OXTR potentiate	CHO-K1 Ca antag	TAAR1 agonist	V1aR counter	M1 ag parental
61	NC(=O)c1cnn(-c2cc(Oc3ccccc3)ncn2)c1N
  8	8	1	-5	0	-14	3	0.3	1.5
62	O=C(CC1CCCCC1)NCc1ccc(Cl)cc1
  -2	13	1	-13	-9	5	-1	-1.6	0.2
63	Cc1ccc(C(=O)N2CCSCC2)cc1
  1	-15	-5	-9	0	-7	8	-1.1	-0.4
64	COCCn1cnc2c1c(=O)n(CC#N)c(=O)n2Cc1ccccc1
  0	-18	-2	-9	-5	-18	2	0.8	0.5
